Screening results from PubChem BioAssay.
D3 ag: agonists of human D3 dopamine receptor | D3R DiscoveRx beta-arrestin cells, luminescence, 90 min | AID 652048 | 410,000 tested, 0.58% active | max activation, % | P35462; in the data active = max activation above about 30%; also: 0% is about no effect; mostly tested at two doses, the higher about 12 µM
Target sequence (P35462 whole entry, looked up): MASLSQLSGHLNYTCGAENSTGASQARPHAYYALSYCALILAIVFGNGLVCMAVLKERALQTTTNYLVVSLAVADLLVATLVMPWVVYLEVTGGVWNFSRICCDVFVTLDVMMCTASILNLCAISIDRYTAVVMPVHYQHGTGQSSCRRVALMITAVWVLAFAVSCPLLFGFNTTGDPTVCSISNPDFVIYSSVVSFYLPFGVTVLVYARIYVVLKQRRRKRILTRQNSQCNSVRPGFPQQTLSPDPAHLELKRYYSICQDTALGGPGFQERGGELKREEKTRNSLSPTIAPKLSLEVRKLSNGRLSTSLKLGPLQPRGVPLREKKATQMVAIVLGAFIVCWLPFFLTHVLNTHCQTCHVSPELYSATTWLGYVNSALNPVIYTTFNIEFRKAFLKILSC
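Agonist-mode cell screen: cells plated at 1500/well and incubated overnight at 37 °C, then exposed to library compounds for 90 min at 37 °C. Detection reagent was added for 30–60 min at room temperature, and luminescence was read.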
PTHR1 agonist: PTHR1 (human) receptor agonism; Q03431; HEK293 GP2 PTHR1 cells, GloSensor cAMP luminescence, 1 h; Potency, µM (series often up to 115 µM), for inactives: top-dose activation, most hits filed as activators; 410,000 tested, 0.075% active; also: potency is read from the fitted curve at half-maximal effect; nearly all actives have a fitted effect of over 55% in size; some results filed as inactive show a strong effect at the top dose; inactives centre near -15; many of its hits are not listed in these tables
Target sequence (Q03431 whole entry, looked up): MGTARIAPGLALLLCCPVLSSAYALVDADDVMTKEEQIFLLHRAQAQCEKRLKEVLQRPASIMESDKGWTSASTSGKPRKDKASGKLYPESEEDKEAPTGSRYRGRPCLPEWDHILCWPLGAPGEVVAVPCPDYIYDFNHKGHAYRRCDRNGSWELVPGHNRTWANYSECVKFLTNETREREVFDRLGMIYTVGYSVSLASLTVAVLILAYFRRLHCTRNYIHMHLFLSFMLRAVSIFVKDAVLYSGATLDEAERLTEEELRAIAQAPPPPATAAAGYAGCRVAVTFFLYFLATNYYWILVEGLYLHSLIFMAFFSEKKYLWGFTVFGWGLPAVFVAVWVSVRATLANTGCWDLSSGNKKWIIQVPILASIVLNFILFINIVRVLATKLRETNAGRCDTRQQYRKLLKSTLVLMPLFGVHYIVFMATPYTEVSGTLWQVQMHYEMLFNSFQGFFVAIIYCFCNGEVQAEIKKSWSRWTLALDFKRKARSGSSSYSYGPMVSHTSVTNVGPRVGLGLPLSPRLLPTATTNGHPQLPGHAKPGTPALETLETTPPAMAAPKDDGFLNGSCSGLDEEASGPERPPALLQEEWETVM
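HEK-293-derived GP2 cells expressing PTHR1 and a GloSensor cAMP reporter, 3,000/well, plated overnight, given luciferin plus IBMX (each 0.5 mM as added) for 1 h at 37 °C, then compound for 1 h at 37 °C. Luminescence was read after 15 min at room temperature.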
D3 antag: blocks the human D3 dopamine receptor | P35462 | D3R cells, DiscoveRx beta-arrestin luminescence, antagonist mode; active compounds read low | max response, negative = inhibition, % | 360,000 tested, 2.5% active | AID 652054; in the data active = max response below about -50%; inconclusive = no clear call, values can overlap the other calls; also: % is scaled to controls: 0 for no effect and ±100 for the full control effect; mostly tested at two doses, the higher about 12 µM
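Cells expressing the human receptor were seeded at 1500 cells/well, incubated overnight at 37 degrees C in 5% CO2, then exposed to library compounds with dopamine controls for 90 minutes at 37 degrees C before luminescent detection.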
EPAC2 agonist: agonists of human EPAC2 (RAPGEF4); AID 720711; Potency, µM (doses to about 154 µM), inactives show at the top dose activation, usual class: activators; EPAC2 activation, biochemical qHTS; response scale: 100% = 6.5 mM cAMP response; 360,000 tested, 0.079% active; also: potency is read from the fitted curve at half-maximal effect; nearly all actives have a fitted effect of over 50% in size
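Exchange assay: 100 nM EPAC2 with 250 nM Rap1B-BODIPY-GDP and 50 uM GDP. Fluorescence (ex 480/em 540 nm) read every 5 min for 30 min at room temperature. Data normalized to 6.5 mM cAMP as agonist control.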
Mm-Cpn inhibitor: M. maripaludis TRiC chaperonin inhibition. 330,000 tested, 0.031% active. purified Mm-Cpn ATPase, ADP Transcreener TR-FRET. Potency, µM (highest dose often 76.9 µM), without a hit: top-dose activity, negative = inhibition, most hits filed as inhibitors; also: potency is read from the fitted curve at half-maximal effect; % is scaled to controls: 0 for no effect and ±100 for the full control effect; nearly all actives have a fitted effect of over 80% in size
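25 nM Mm-CPN + cpd, 10 min 37°C; + 10 uM ATP, 30 min 37°C; buffer 30 mM Tris pH 7.4, 100 mM KCl, 5 mM MgCl2, 1 mM DTT; Transcreener ADP HTRF detection 30 min RT.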
CCT modulator: cytosolic chaperonin activity modulation; purified chaperonin ATPase assay, HTRF ADP detection, 30 min; activity change, % (test concentration not listed), hits read low; 360,000 tested, 0.3% active; AID 651819; in the data active = activity change below about -30%; also: % is scaled to controls: 0 for no effect and ±100 for the full control effect
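TRiC at 40 or 20 nM final (batch-dependent) in 30 mM Tris pH 7.4, 100 mM KCl, 5 mM MgCl2, 1 mM DTT, with compound at single 76 uM and 10 uM ATP, 30 min at 37 deg C. ADP detected by HTRF Transcreener, 665/615 ratio.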
pAkt inh: Akt phosphorylation inhibition. activity change, % for hits at 50 µM. Neuro2A IGF-stimulated pAkt S473 HTRF, 20 min; active compounds read low. 360,000 tested, 0.32% active. AID 651550; in the data active = activity change below about -80%; inconclusive = mostly about -51% to -80%; also: % is scaled to controls: 0 for no effect and ±100 for the full control effect
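Single-point screen (50 µM final compound) in Neuro2A cells stimulated 20 min with 6 nM IGF at 37 deg C. After lysis, Ser473-phosphorylated Akt read by HTRF (ex 330 nm, em 615/665 nm) as the 665/615 ratio.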
EPAC2 antag: EPAC2 (human) antagonism; Q8WZA2; EPAC2 GEF exchange of Rap1B-BODIPY-GDP, fluorescence; Potency, µM (titrated, usually from 114 µM), inactives show top-dose activity, negative = inhibition, actives largely listed as inhibitors; 360,000 tested, 0.18% active; also: potency is read from the fitted curve at half-maximal effect; % is scaled to controls: 0 for no effect and ±100 for the full control effect; nearly all actives have a fitted effect of over 45% in size; many of its hits are not listed in these tables
* marks the source's active call; other numbers are inactive results; & = joins results of further samples; [ ] = remark or other dose. Unless noted, calls follow the shape of the dose curve; as a rule, active = well fitted curve in the direction sought with a large enough effect; inconclusive = small, poorly fitted or top-dose-only effect, or another doubt; inactive = no such curve, though single readings can be large; an effect the other way counts as inactive or inconclusive. Not all compounds are listed; count on the stated rates, not on these rows.

For CCOC(=O)C1CCCN(C(=O)c2cccc(OC(F)(F)F)c2)CC1 (stereo not given) the results were D3 ag -4.8, PTHR1 agonist -14.7%, D3 antag -19.1, EPAC2 agonist 8.6%, CCT modulator 0.5, pAkt inh inactive and EPAC2 antag 10.8%.
For CCOC(=O)c1cc(NC(=O)Nc2ccccc2Cl)c(C)nc1C the results were D3 ag 4.6, PTHR1 agonist inactive, D3 antag -8.8, EPAC2 agonist -3.7%, Mm-Cpn inhibitor 0.2%, CCT modulator -2.2, pAkt inh inactive and EPAC2 antag -6.8%.
`N#Cc1c2c(c[nH]c1=O)CCN2Cc1ccccc1` gave D3 ag 1.7, PTHR1 agonist -6.7%, D3 antag 18.1, EPAC2 agonist -3.8%, Mm-Cpn inhibitor -1.1%, CCT modulator -3.7, pAkt inh inactive and EPAC2 antag -0.6%.
CCc1cc(C(=O)OC)c(NC(=O)CC2SC(=NC)N(C)C2=O)s1 (stereo not given) was read as D3 ag 2.7, PTHR1 agonist -0.9%, D3 antag 0.3, EPAC2 agonist -0.4%, Mm-Cpn inhibitor -3.5%, CCT modulator -2.6, pAkt inh inactive and EPAC2 antag 4.3%.
Screening COc1ccc(C(=O)Nc2cccc3nc(C)ccc23)c(OC)c1 returned D3 ag 3.5, PTHR1 agonist -5.9%, D3 antag 26.6, EPAC2 agonist -6.1%, Mm-Cpn inhibitor 0.8%, CCT modulator -2.5, pAkt inh inactive and EPAC2 antag -4.2%.
`COC(=O)Cn1cc(S(=O)(=O)NCc2ccc(C)cc2)c2cc([N+](=O)[O-])ccc21` gave D3 ag -1.3, PTHR1 agonist -32.2%[inhibitor], D3 antag -6.5, EPAC2 agonist 4.4%, Mm-Cpn inhibitor 2.2%, CCT modulator -2.7, pAkt inh inactive and EPAC2 antag 1.8%.
For O=C(c1cccc(NC2=NC3CS(=O)(=O)CC3S2)c1)N1CCN(c2cccc(Cl)c2)CC1 (stereo not given) the results were D3 ag 7.1, PTHR1 agonist -24.9%, D3 antag 15.3, EPAC2 agonist 1.5%, Mm-Cpn inhibitor -10.6%, CCT modulator -2.3, pAkt inh inactive and EPAC2 antag -22.3%.
NCCCn1c(C(=O)c2cc(Cl)c(N)c(Cl)c2)c2ccc([N+](=O)[O-])cc2[n+]1[O-] was read as D3 ag -20.6, PTHR1 agonist inactive, D3 antag -6.3, EPAC2 agonist 1.0%, Mm-Cpn inhibitor -3.1%, CCT modulator -0.3, pAkt inh inactive and EPAC2 antag -4.6%.
N#CC1(Cc2ccccc2Cl)c2ccccc2C=CN1C(=O)c1ccccc1 (stereo not given) was read as D3 ag 6.6, PTHR1 agonist -13.5%, D3 antag 18.3, EPAC2 agonist -0.3%, Mm-Cpn inhibitor 0.4%, CCT modulator -9.8, pAkt inh inactive and EPAC2 antag -1.0%.
`COC(=O)c1cc(OC)c(OC)cc1NC(=O)c1ccc(C)o1` gave D3 ag 9.8, PTHR1 agonist inactive, D3 antag 20.3, EPAC2 agonist -4.0%, Mm-Cpn inhibitor 0.2%, CCT modulator 1.3, pAkt inh inactive and EPAC2 antag -0.5%.
`COc1ccc(-c2csc(NC(=O)c3ccc(OCC(=O)N4CCOCC4)c(OC)c3)n2)cc1` gave D3 ag 9.5, PTHR1 agonist -31.8%[inhibitor], D3 antag 41.5, EPAC2 agonist 5.9%, Mm-Cpn inhibitor -23.8%, CCT modulator -1.0, pAkt inh inactive and EPAC2 antag 2.6%.
Screening Cn1ncc(C(=O)Nc2ccc(OC(F)(F)F)cc2)c1-n1cccc1 returned D3 ag 7.1, PTHR1 agonist inactive, D3 antag 3.1, EPAC2 agonist -3.5%, Mm-Cpn inhibitor 0.1%, CCT modulator 3.8, pAkt inh inactive and EPAC2 antag -5.2%.
For CN(C(=O)c1ccc(F)cc1)c1ccccc1C(=O)NCc1ccccc1 the results were D3 ag -8.1, PTHR1 agonist -3.9%, D3 antag -2.7, EPAC2 agonist 1.1%, Mm-Cpn inhibitor 0.9%, CCT modulator 0.3, pAkt inh inactive and EPAC2 antag 12.7%.
`COc1ccc(NC(=O)C#Cc2ccccc2)cc1OC` gave D3 ag -25.5, PTHR1 agonist -19.3%, D3 antag inconclusive, EPAC2 agonist 3.9%, Mm-Cpn inhibitor -1.0%, CCT modulator -0.4, pAkt inh inactive and EPAC2 antag 4.9%.
CCN(CC)C(=O)C1=C(C)N(CCC2=CCCCC2)C(=O)C(CC(=O)NCc2cccc3ccccc23)C1 (stereo not given) was read as D3 ag -10.1, PTHR1 agonist -94.5%[inhibitor], D3 antag inconclusive, EPAC2 agonist -3.6%, CCT modulator 2.5, pAkt inh inactive and EPAC2 antag -4.7%.
For COc1ccc(N2CCN(c3nc(Cl)nc(N4CCOCC4)n3)CC2)cc1 the results were D3 ag -3.7, PTHR1 agonist -6.6%[57.5 µM], D3 antag -6.0, EPAC2 agonist 9.2%, Mm-Cpn inhibitor -3.5%, CCT modulator -1.9, pAkt inh inactive and EPAC2 antag -8.2%.
Screening O=C(NC1CC1)C1CCN(C(=O)c2ccc(Cl)cc2)CC1 returned D3 ag 1.6, PTHR1 agonist -3.3%, D3 antag 12.0, EPAC2 agonist 2.5%, Mm-Cpn inhibitor 2.4%, CCT modulator 0.4, pAkt inh inactive and EPAC2 antag 8.6%.
`CCCCN(CC)CCNC(=O)c1cn(-c2ccc(Cl)cc2)c(=O)c2ccccc12` gave D3 ag -12.3, PTHR1 agonist inactive, D3 antag -9.7, EPAC2 agonist 7.3%, Mm-Cpn inhibitor -2.1%, CCT modulator -13.7, pAkt inh inactive and EPAC2 antag 4.2%.
COCC(=O)N1CCN(c2cccc(C(F)(F)F)c2)CC1 was read as D3 ag -11.1, PTHR1 agonist 4.1%, D3 antag -7.9, EPAC2 agonist -2.0%, Mm-Cpn inhibitor -1.6%, CCT modulator 0.3, pAkt inh inactive and EPAC2 antag -2.3%.
`Cc1cc([N+](=O)[O-])ccc1NC(=O)c1ccc(NC(=O)C(C)C)cc1` gave D3 ag -13.5, PTHR1 agonist -27.2%, D3 antag -28.0, EPAC2 agonist -1.5%, Mm-Cpn inhibitor -1.6%, CCT modulator 4.7, pAkt inh inactive and EPAC2 antag 0.7%.
For CCN(CC)C(=O)Oc1ccc(Br)cc1C(=O)Nc1ccc(F)cc1F the results were D3 ag -7.8, PTHR1 agonist inactive, D3 antag -3.6, EPAC2 agonist 12.6%, Mm-Cpn inhibitor -0.6%, CCT modulator -14.7, pAkt inh inactive and EPAC2 antag -4.1%.
For FC(F)(F)c1nc(N2CCCC2)ncc1-c1nnnn1-c1ccccc1 the results were D3 ag 3.6, PTHR1 agonist -11.1%[57.5 µM], D3 antag 28.0, EPAC2 agonist 7.4%, Mm-Cpn inhibitor 0.2%, CCT modulator -2.2, pAkt inh inactive and EPAC2 antag -5.2%.
For CNc1nc(SC)nc(N2CCOCC2)n1 the results were D3 ag 0.1, PTHR1 agonist inactive, D3 antag -25.1, EPAC2 agonist -1.1%, Mm-Cpn inhibitor 0.4%, CCT modulator -2.3, pAkt inh inactive and EPAC2 antag 8.6%.
`CCCC(=O)N1CCN(c2ccc(NC(=O)c3cccs3)cc2Cl)CC1` gave D3 ag -11.5, PTHR1 agonist inactive, D3 antag inconclusive, EPAC2 agonist 6.7%, Mm-Cpn inhibitor 1.1%, CCT modulator -1.0, pAkt inh inactive and EPAC2 antag -19.8%.
Screening COc1ccc(-c2nc(-c3ccccc3)[nH]c(=O)c2C#N)cc1 returned D3 ag -2.5, PTHR1 agonist inactive, D3 antag inconclusive, EPAC2 agonist 8.1%, Mm-Cpn inhibitor 0.1%, CCT modulator 0.4, pAkt inh inactive and EPAC2 antag -8.3%.
`Cc1[nH]n(-c2ccccc2)c(=O)c1CCOC(=O)c1cccc(C(F)(F)F)c1` gave D3 ag -3.1, PTHR1 agonist inactive, D3 antag 8.6, EPAC2 agonist -7.9%, Mm-Cpn inhibitor 0.8%, CCT modulator 1.2, pAkt inh inactive and EPAC2 antag 2.5%.
For COc1ccccc1-c1nn2c(C(F)(F)F)nnc2s1 the results were D3 ag -1.0, PTHR1 agonist inactive, D3 antag -18.7, EPAC2 agonist -1.3%, Mm-Cpn inhibitor -1.3%, CCT modulator 0.6, pAkt inh inactive and EPAC2 antag 2.3%.
`Cc1ccc(OCC(=O)Nc2ccc3c(c2)nc(CCN2CCN(C)CC2)n3C)cc1` gave D3 ag -16.1, PTHR1 agonist inactive, D3 antag inconclusive, EPAC2 agonist 7.2%, Mm-Cpn inhibitor 2.8%, CCT modulator -0.5, pAkt inh inactive and EPAC2 antag 6.4%.
Screening COc1ccccc1N(CC(=O)NCCSCc1ccccc1)S(C)(=O)=O returned D3 ag 2.0&-5.6, PTHR1 agonist -14.6%&-5.4%, D3 antag 7.8, EPAC2 agonist -7.6%, Mm-Cpn inhibitor 3.1%, CCT modulator 0.2, pAkt inh inactive and EPAC2 antag 1.9%.
For CC(=O)NC1CCC(C(=O)O)(c2ccccc2)C1 (stereo not given) the results were D3 ag 4.1, PTHR1 agonist 20.6%[57.5 µM], D3 antag 10.3, EPAC2 agonist -2.7%, Mm-Cpn inhibitor -4.3%, CCT modulator 0.6, pAkt inh inactive and EPAC2 antag -2.2%.
For O=[N+]([O-])c1cc(C(F)(F)F)cc([N+](=O)[O-])c1NN=C1CCCCC1 the results were D3 ag 1.4, PTHR1 agonist -33.3%[inhibitor], D3 antag -27.2, EPAC2 agonist -4.8%, Mm-Cpn inhibitor 0.6%, CCT modulator -3.8, pAkt inh inactive and EPAC2 antag -12.9%.
COc1ccc(C(CCN2CCCC(C)C2)c2c(OC)cc(OC)c3c(-c4ccccc4)cc(=O)oc23)cc1 (stereo not given) was read as D3 ag -56.2, PTHR1 agonist -86.7%[inhibitor], D3 antag -53.2*, EPAC2 agonist 8.0%, Mm-Cpn inhibitor 0.9%, CCT modulator 0.7, pAkt inh inactive and EPAC2 antag -14.6%.
For COc1cc2c(cc1OC(C)=O)CCCCC2=O the results were D3 ag 0.7, PTHR1 agonist -22.1%, D3 antag -23.3, EPAC2 agonist 6.2%, CCT modulator 0.0, pAkt inh inactive and EPAC2 antag 0.3%.
